MgcRacGAP inhibition = MgcRacGAP GTPase-activating activity inhibitors, confirmation, biochemical, ADP Hunter fluorescence; Rac GTPase-activating protein 1 (Homo sapiens); inhibition, % at 30 µM; hits with a dose series show IC50 in µM; MgcRacGAP-stimulated Rac1 GTP hydrolysis, ADP Hunter fluorescence; higher % means a stronger effect; GST-tagged Rac1 F28L mutant substrate; 340,000 tested, 0.6% active;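 active means first-screen hits whose inhibition reached a set limit at any dose in the follow-up dose series; inconclusive means inhibition above the set first-screen limit but never retested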;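 further: fluorescence reports GDP produced by GAP-driven GTP hydrolysis; strong numbers were not always called active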
NTR1 ag = agonists of NTR1, primary screen, imaging, U2OS cells, beta-arrestin-GFP, high content (AID 493036); activation, % at 20 µM; 330,000 tested, 0.17% active; NTR1-U2OS beta-arrestin-GFP spot imaging, agonist mode;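 active means activation at or above 40% of the spot to cytoplasm intensity ratio, with at least 20 cells analyzed; inconclusive means wells under 20 cells, flagged as cytotoxic or low count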;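 further: 0% = DMSO without peptide and 100% = 100 nM NTR1 peptide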
Target sequence (P30989 whole entry, looked up): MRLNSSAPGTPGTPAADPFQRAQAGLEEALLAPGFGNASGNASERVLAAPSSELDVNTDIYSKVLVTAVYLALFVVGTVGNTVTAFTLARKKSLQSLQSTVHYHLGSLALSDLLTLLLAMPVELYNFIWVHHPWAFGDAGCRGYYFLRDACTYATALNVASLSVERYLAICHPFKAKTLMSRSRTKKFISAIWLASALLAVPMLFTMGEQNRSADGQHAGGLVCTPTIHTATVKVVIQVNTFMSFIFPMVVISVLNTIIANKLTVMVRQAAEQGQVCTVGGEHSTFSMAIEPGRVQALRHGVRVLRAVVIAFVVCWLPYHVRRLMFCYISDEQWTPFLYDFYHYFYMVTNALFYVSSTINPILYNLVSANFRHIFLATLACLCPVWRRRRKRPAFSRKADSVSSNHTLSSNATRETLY
Myeloid diff MLP = induction of myeloid progenitor differentiation, primary screen, cell-based, flow cytometry, MLPCN library | 360,000 tested, 1% active | ER-HoxA9 myeloid progenitors, lysozyme-GFP differentiation | calls only at 10 µM;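 active means normalized GFP-positive differentiation at or above the plate's own cutoff, the solvent-only control mean plus 3 SD; inconclusive means no clear call, values can overlap the other calls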;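 further: cells exposed to compound for four days before flow analysis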
NTR1 ag cell count 20 µM = further read-out of NTR1 ag, marked with its call; cell count; measured here: cell count, cytotoxicity flag
Myeloid diff MLP GFP+ MAC1+ % = also measured in Myeloid diff MLP; calls as there; GFP+ MAC1+ double positive, %; measured here: differentiation confirmed by MAC1 staining
* marks the source's active call; other numbers are inactive results; i = inactive; ? = inconclusive; . = not tested or not shown; + = active, no number. Some of the compounds tested; rates above refer to the full screens.

SMILES	MgcRacGAP inhibition	NTR1 ag	NTR1 ag cell count 20 µM	Myeloid diff MLP	Myeloid diff MLP GFP+ MAC1+ %
C[C@H](CO)N1C[C@H](C)[C@@H](CN(C)S(=O)(=O)c2cccs2)Oc2ccc(NS(=O)(=O)c3ccccc3)cc2C1=O	7.1%	-0.5	70	i	2.1
CCCNC(=O)C(Cc1ccc(F)cc1)NC(=O)c1ccccc1 (stereo not drawn)	0.9%	1.4	57	i	1.2
CC(=O)C(Cc1ccccc1)NC(=O)CN1c2cccc3cccc(c23)S1(=O)=O (stereo not drawn)	1.3%	-0.5	60	i	0.7
C[C@H](CO)N1C[C@H](C)[C@H](CN(C)S(=O)(=O)c2ccccc2)Oc2ccc(NC(=O)NC3CCCCC3)cc2CC1=O	2.7%	1.1	60	i	0.2
CC(=O)N1CCN(C(=O)c2cccc(S(=O)(=O)N3CCN(c4ccccc4)CC3)c2)CC1	1.6%	5.9	63	i	0.2
CCN(C(=O)COC(=O)C1CCN(S(=O)(=O)c2ccc(C)c(C)c2)CC1)C1CCCCC1	4.4%	4.2	60	i	0.8
COc1ccc(CN(C)CC(=O)Nc2ccccc2C(=O)NC2CC2)cc1OC	2.3%	3.6	68	i	0.4
O=S(=O)(c1ccc(SCCOc2ccccc2Cl)nc1)N1CCCC1	12.1%	2.3	36	i	1.7
COc1cc2ccccc2cc1C(=O)N1CCCC(C(F)(F)F)C1 (stereo not drawn)	7.5%	-1.5	104	i	1.9
O=C(NCc1ccncc1)c1cccc(S(=O)(=O)Nc2ccc(F)cc2)c1	2.6%	-0.1	48	i	0.7
CC(Sc1nnc(Cc2cccs2)n1C1CC1)C(=O)NC1CCS(=O)(=O)C1 (stereo not drawn)	6.8%	0.1	51	i	0.5
CCN(CC)C(=O)[C@H]1CC(CC(=O)NCCc2ccccn2)C(=O)N2CCc3c([nH]c4ccc(OC)cc34)[C@]12C (stereo partly drawn)	2.7%	-1.1	64	i	0.5
CC1Cc2ccccc2N1C(=O)COC(=O)c1ccc(Cl)c(S(=O)(=O)N2CCOCC2)c1 (stereo not drawn)	1.3%	5.7	68	i	0.7
C[C@H](CO)N1C[C@H](C)[C@@H](CN(C)Cc2ccncc2)Oc2c(NS(=O)(=O)c3ccc(Cl)cc3)cccc2C1=O	8.0%	0.0	47	i	0.7
Cn1c(=O)oc2cc(S(=O)(=O)N3CCN(C(=O)c4ccco4)CC3)ccc21	-0.9%	-1.1	101	i	2.8
COc1cccc(C(=O)NOCc2ccccc2)c1OC	5.0%	3.3	56	i	2.2
N#CCSc1ccccc1NC(=O)CN1C(=O)C2CC=CCC2C1=O (stereo not drawn)	7.5%	-0.4	55	+	54.1*
Cc1ccc(N(CCC#N)C(=O)CSc2nnc3ccccn23)cc1	11.5%	6.1	50	i	1.7
CN(C)c1cccc(C(=O)OCC(=O)c2ccc[nH]2)c1	3.2%	0.7	55	i	1.5
O=C(CSc1nc2ccccc2c(=O)n1-c1ccc(F)cc1)NC1CCS(=O)(=O)C1 (stereo not drawn)	0.5%	0.8	54	i	1.0
O=C(Nc1ccon1)c1nc[nH]c1C(=O)N1CCN(c2ccccc2)CC1	10.4%	2.5	54	i	1.6
O=C1CCC(C(=O)OCC(=O)Nc2ccc(Cl)cc2C(F)(F)F)=NN1	0.5%	1.6	57	i	0.4
Cc1cc(Br)c(NC(=O)CSc2n[nH]c(N)n2)c(Br)c1	2.1%	0.3	56	i	0.2
CCOc1ccccc1NC(=O)CN1C(=O)NC(Cc2c[nH]c3ccccc23)C1=O (stereo not drawn)	-0.5%	0.4	46	i	1.1
Cc1ccc(S(=O)(=O)NCC(=O)OCCOc2cccc(Cl)c2)cc1	1.1%	3.2	59	i	1.1
OCCOCCn1c(C(CO)Nc2nc(-c3ccc(F)cc3)cs2)nc2ccccc21 (stereo not drawn)	13.8%	0.6	27	i	2.9
COc1ccc(CN(C)C(C)C(=O)Nc2ccc(S(=O)(=O)N3CCCCC3)cc2)c(OC)c1 (stereo not drawn)	0.1%	2.4	66	i	1.6
C#CCOCCOCCOCCNc1nc(N2CCN(C(=O)[C@H](CCCCN)n3cc(CN)nn3)CC2)nc(N2CCN(C(=O)[C@H](CCCCN)n3cc(CN)nn3)CC2)n1	203µM*	0.9	63	i	0.9
COc1ccc(-c2csc(NC(=O)CSC(C)C(=O)Nc3cc(C)on3)n2)cc1OC (stereo not drawn)	8.9%	-0.1	53	i	0.3
COCCN(Cc1nc2ccccc2c(=O)[nH]1)C(=O)COc1ccccc1-c1ccccc1	3.0%	4.5	64	i	0.6
O=C(Nc1cc(S(=O)(=O)N2CCOCC2)ccc1N1CCOCC1)c1ccc([N+](=O)[O-])s1	10.8%	4.4	43	i	1.5
CC(C)C(=O)N1CCN(c2ccccc2NC(=S)NC(=O)/C=C/c2ccco2)CC1	-6.0%	3.6	49	i	1.2
COc1cc(C)ccc1OC(C)C(=O)Nc1ccc(N2CCCCC2)cc1 (stereo not drawn)	5.4%	5.5	57	i	0.2
COc1cc(-c2c(-c3ccsc3)sc3ccccc23)cc(OC)c1OC	5.0%	10.8	55	i	1.2
N#CC1(NC(=O)COC(=O)CNC(=O)c2sc3ccccc3c2Cl)CCCCC1	1.4%	1.2	54	i	1.1
COc1ccc([C@H]2CC(=O)C=C(c3ccc4c(c3)OCCO4)C2)cc1	10.7%	2.8	54	i	0.8
O=C(c1cn(Cc2ccccc2)nc1-c1cccnc1)N1CCc2ccccc2C1	3.7%	-1.0	53	i	0.4
CC1(C)CC(=O)C=C(CN2C(=O)c3ccccc3C2=O)C1=O	0.2%	0.5	68	i	1.7
CN(C)C(=O)CCc1ccc2c3c([nH]c2c1)[C@]1(C)[C@@H](C(=O)N2CCCCC2)C[C@H](CC(=O)NCCc2ccccn2)C(=O)N1CC3	4.4%	-0.9	54	i	0.7
COc1cc(OC)c2c(-c3cccc(-c4ccc(OC)c(OC)c4)c3)cc(=O)oc2c1	5.9%	1.1	66	?	.
O=C(C[C@H]1C/C=C\C[C@@H](Cc2ccc(F)cc2)C(=O)O[C@@H](c2ccccc2)CNC1=O)NCCO	7.5%	0.9	60	i	1.9
CC(=O)C[C@@H](O)CC(=O)[C@@H]1OC(=O)CCCCCCc2ccccc21	2.8%	-1.6	57	i	1.4
O=[N+]([O-])c1ccc(N2CCCCC2)nc1	11.1%	0.3	38	i	0.6
COc1ccc(C(=O)OCC(=O)NC2CC2)cc1F	-2.8%	2.2	62	i	0.8
CSc1ncccc1C(=O)Nc1cccc(S(=O)(=O)N2CCCCCC2)c1	3.0%	0.6	56	i	0.2

Copied from the list.
`N#CC1(NC(=O)COC(=O)CNC(=O)c2sc3ccccc3c2Cl)CCCCC1` | NTR1 ag = 1.2
`COc1cc(OC)c2c(-c3cccc(-c4ccc(OC)c(OC)c4)c3)cc(=O)oc2c1` | NTR1 ag = 1.1
`COc1cc(C)ccc1OC(C)C(=O)Nc1ccc(N2CCCCC2)cc1` (stereo not drawn) | NTR1 ag cell count 20 µM = 57
`COc1ccc(C(=O)OCC(=O)NC2CC2)cc1F` | NTR1 ag = 2.2
`COc1cc(-c2c(-c3ccsc3)sc3ccccc23)cc(OC)c1OC` | Myeloid diff MLP GFP+ MAC1+ % = 1.2

(next part)
SMILES	MgcRacGAP inhibition	NTR1 ag	NTR1 ag cell count 20 µM	Myeloid diff MLP	Myeloid diff MLP GFP+ MAC1+ %
CCOC(=O)C1=C(COC(=O)CCOc2cc(C)ccc2C)NC(=O)NC1C (stereo not drawn)	8.2%	-0.5	58	i	0.6
Cc1ccc(N(Cc2ccccc2)C(=O)c2cc(S(=O)(=O)N3CCOCC3)ccc2F)cc1	3.8%	1.1	100	i	0.4
Cn1c2ccccc2c(=O)c2cc(NCCCN3CCOCC3)ccc21	11.1%	-2.7	49	i	1.4
CN(C)C(CNC(=O)CCNC(=O)c1ccccc1Cl)c1ccco1 (stereo not drawn)	5.5%	-1.6	64	i	0.3
Cc1csc(=O)n1CC(=O)OCC(=O)NNC(=O)c1ccc(Cl)cc1	3.8%	-1.6	66	i	0.7
CCc1ccc(C(C)NC(=O)c2cccs2)cc1 (stereo not drawn)	-5.6%	0.1	46	i	0.5
N/C(=N\OCC(=O)Nc1ccc(F)c(Cl)c1)c1ccccc1	-1.8%	-1.0	67	i	0.2
COc1ccc(C(=O)COC(=O)CNC(=O)c2ccccc2)cc1F	4.0%	5.4	49	i	0.3
CCCCCOc1ccc(C(=O)CCC(=O)NNC(=O)c2ccncc2)cc1	5.5%	-1.0	69	i	0.9
O=C(N[C@@H](Cc1ccccc1)C(=O)OCc1ccccc1)c1nc[nH]c1C(=O)N1CCNCC1	10.2%	1.0	48	i	2.0
CC1CN(S(=O)(=O)c2cccc(C(=O)NCc3ccccn3)c2)CC(C)O1 (stereo not drawn)	5.8%	0.9	58	i	0.2
CCOc1ccc(NC(=O)CCC(=O)NNC(=O)c2cccc([N+](=O)[O-])c2)cc1	6.3%	2.4	35	i	0.7
Cc1cc(C)c(NC(=O)CNC(=O)c2cc(C3CC3)nn2-c2ccccc2)c(C)c1	4.5%	-0.2	53	i	1.4
CN(CC(=O)NC(=O)NC1CCCCC1)CC(=O)Nc1ccc(OC(F)(F)F)cc1	6.0%	3.4	48	i	0.2
CCN1CCN(C(=O)c2ccc(Cl)c(S(=O)(=O)N(C)c3ccccc3)c2)CC1	1.2%	-2.0	44	i	0.6
Cc1ccc(N2C(=O)c3oc4ccccc4c(=O)c3C2c2cccc(O)c2)nc1 (stereo not drawn)	3.0%	6.3	52	i	0.8
O=C(NN1CCOCC1)c1ccco1	1.0%	-1.5	46	i	1.0
O=C(NNC(=O)C1CC=CCC1)c1cccc(Br)c1 (stereo not drawn)	8.2%	1.6	59	i	0.4
CC(Oc1cccnc1[N+](=O)[O-])C(=O)Nc1ccc(F)cc1 (stereo not drawn)	6.1%	0.5	46	i	0.4
O=C1CN(C(=O)COC(=O)c2c(F)cccc2Cl)c2ccccc2N1	5.1%	-0.1	63	i	1.0
Cc1cc(C)nc(SCCN2CCCCC2)n1	5.1%	0.3	43	i	0.2
COc1ccc(-c2csc(NC(=O)CCNC(=O)c3ccco3)n2)cc1OC	10.0%	-3.0	40	i	0.4
COc1ccc(NC(=O)CC2SC(N3CCOCC3)=NC2=O)cc1OC (stereo not drawn)	6.0%	0.1	64	i	0.9
O=C(CNc1cc([N+](=O)[O-])ccc1NCCO)Nc1cccc(S(=O)(=O)N2CCCCC2)c1	4.5%	0.9	85	i	0.9
CCN(CC(=O)Nc1c(F)cccc1F)C(=O)Cn1c(=O)cnc2ccccc21	8.8%	-2.6	60	i	1.2
Cc1ccc(S(=O)(=O)NC(=O)C2CCCCC2)cc1	9.4%	-1.9	63	i	0.7
CCOC(=O)C1CCN(C(=O)c2cccc(S(=O)(=O)N3c4ccccc4CC3C)c2)CC1 (stereo not drawn)	6.4%	-0.2	64	i	0.7
CC(=O)c1cccc(S(=O)(=O)N2CCn3cccc3C2C)c1 (stereo not drawn)	1.4%	-0.2	96	i	0.5
CCOc1ccc(NC(=O)c2cccc(-n3cccc3)c2)cc1S(=O)(=O)N1CCOCC1	18.9%	0.3	60	i	0.7
Cc1ccc(S(=O)(=O)Nc2ccc3c(c2)C(=O)N([C@H](C)CO)C[C@H](C)[C@@H](CN(C)C(=O)Nc2ccc4c(c2)OCO4)O3)cc1	5.3%	-1.2	73	i	1.2
CC1CCCCC12NC(=O)N(CC(=O)NCCc1ccc(F)cc1)C2=O (stereo not drawn)	3.6%	-3.5	48	i	1.1
C[C@H](CO)N1C[C@H](C)[C@@H](CN(C)C(=O)Nc2ccc(F)cc2)Oc2ccc(NS(C)(=O)=O)cc2C1=O	10.4%	1.0	52	+	9.3*
COc1ccc(OCCCC(=O)ON=C(N)c2ccccc2C)cc1	7.3%	-1.8	59	i	0.5
C#CCOCCOCCOCCNc1nc(N2CCN(C(=O)CCCCCCCCCCNC(=O)[C@@H](CCSC)n3cc(CCO)nn3)CC2)nc(N2CCN(C(=O)CCCCCCCCCCNC(=O)[C@H](CO)n3cc(CCCCCN)nn3)CC2)n1	49.5µM*	-0.6	86	i	2.2
O=C(COc1ccccc1)OCC(=O)c1c[nH]c2ccccc12	-3.1%	1.6	81	i	0.8
CCOc1ccc(S(=O)(=O)NCC(=O)OCc2nnc(-c3ccccc3)o2)cc1	4.5%	1.1	67	i	0.7

4 records picked at random from those above:
SMILES	MgcRacGAP inhibition	NTR1 ag	NTR1 ag cell count 20 µM	Myeloid diff MLP	Myeloid diff MLP GFP+ MAC1+ %
Cc1ccc(N(Cc2ccccc2)C(=O)c2cc(S(=O)(=O)N3CCOCC3)ccc2F)cc1	3.8%	1.1	100	i	0.4
Cc1ccc(N2C(=O)c3oc4ccccc4c(=O)c3C2c2cccc(O)c2)nc1 (stereo not drawn)	3.0%	6.3	52	i	0.8
COc1ccc(CN(C)C(C)C(=O)Nc2ccc(S(=O)(=O)N3CCCCC3)cc2)c(OC)c1 (stereo not drawn)	0.1%	2.4	66	i	1.6
COc1cc(-c2c(-c3ccsc3)sc3ccccc23)cc(OC)c1OC	5.0%	10.8	55	i	1.2
